KLF5 inh – kruppel-like factor 5 inhibition. DLD-1 KLF5 promoter-luciferase reporter, luminescence. inhibition, % at 5 µM. 290,000 compounds, 0.23% hits. AID 1700;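 active = inhibition above a per-plate limit of that plate's mean compound inhibition plus 3 SD, cut at about 60% in these data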;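 note: 0% = DMSO wells and 100% = LY294002 at 200 µM; higher means less KLF5 promoter-driven luciferase light; inactives centre near -14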
aSyn 5UTR inh – MLPCN primary screen, SNCA 5' untranslated region; alpha-synuclein 5'UTR reporter, inhibitor activity; AID 1813; inhibition, % (tested at 7.5 µM); 300,000 compounds, 0.82% hits; in the data active = inhibition above about 60%; inconclusive = no clear call, values can overlap the other calls;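 note: H4 neuroglioblastoma cells stably carrying SNCA 5'UTR luciferase fusion; 0% = DMSO wells and 100% = positive control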
HSF1 activator – increases HSF-1 driven luciferase reporter signal. NIH3T3-HGL HSF-1 luciferase reporter, MG132, 8 h; 100% = twice DMSO control signal. activation, % at 9 µM. 300,000 compounds, 1.7% hits. AID 504408;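 active = mean replicate activation of at least 50% with a set share of replicates each reaching 50%; inconclusive = only one of those two conditions met; inactive = mean below 50% and too few replicates reaching it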;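 note: 0% = median of the neutral control wells and 100% = twice that signal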
SKKanGAS inh – inhibitors of SKKanGAS S. pyogenes growth in kanamycin (SK-promoter or general growth effect). BacTiter-Glo, 6 h. inhibition, % at 7.5 µM. 300,000 compounds, 1.3% hits. AID 1662;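 active = mean replicate score, as percent of positive control median, at least 50; inconclusive = mean below 50 but one replicate at or above 50; inactive = mean and every replicate below 50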;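 note: strain carries kanamycin resistance gene driven by streptokinase promoter and grows in 40 µg/ml kanamycin; loss of luminescence reflects streptokinase promoter inhibition or plain growth inhibition; 0% = median of DMSO wells and 100% = positive control at its reference dose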
HSP90 inh – inhibitors of HSP90 luciferase refolding in rabbit reticulocyte lysate; luciferase refolding luminescence, 3 h; inhibition, % at 5.6 µM; 290,000 compounds, 0.91% hits; AID 1789;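 active = inhibition above the screen-wide mean plus 3 SD, computed separately per campaign, cut at about 16% in these data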;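 note: 0% = DMSO wells and 100% = 60 µM geldanamycin wells; inhibitors lower the luminescence because luciferase stays unfolded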
HSF1 inh – HSF1 inhibition | NIH3T3-HGL HSE-luciferase, MG132-induced, luminescence 8 h; stronger effect = lower value | 300,000 compounds, 0.77% hits | activity change, negative = inhibition, % at 7.5 µM (by protocol);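 active = more than half of replicate wells show activity change below -50%, luminescence cut by over half; inconclusive = some wells, but at most half, below -50%; inactive = no replicate well below -50%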;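 note: luciferase reports HSF-1 transcriptional activity via heat shock element; 0% = median of DMSO wells and -100% = zero luminescence signal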
AI-2 QS modul – Vibrio harveyi AI-2 quorum sensing modulation; Vibrio harveyi JMH597 AI-2 luminescence/OD600 ratio, 9 h; stronger effect = lower value; strain lacks LuxN and CqsS sensors; 0 = neutral-control median; activity change, % at 7.5 µM; 300,000 compounds, 0.4% hits; in the data active = activity change below about -75%, passing the limit was not always enough; inconclusive = no clear call, values can overlap the other calls;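 note: luminescence divided by OD600 gain over 9 h not by final OD600 alone; inactives centre near 13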
Platelet DG rel – modulates dense granule release in human platelets; human platelet-rich plasma, SFLLRN dense granule ATP release, luminescence; inhibition, %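 (compounds screened at 7.5 µM in platelet-rich plasma)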; 300,000 compounds, 0.22% hits; AID 1663;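 active = mean replicate score, as percent of positive control, at or above 50; inconclusive = mean below 50 but at least one replicate at or above 50; inactive = mean and every replicate below 50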
HIF act – HIF pathway transcriptional activation; activation, % at 7.5 µM (by protocol); AID 1910; U2OS HRE-luciferase reporter, luminescence; normalized: DMSO 0%, desferrioxamine 100%; 300,000 compounds, 0.32% hits;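 active = mean activation of at least 10% of the iron chelator positive control signal, with at least half of replicates also reaching 10%; inconclusive = mean and replicate majority disagree about reaching 10%; inactive = mean and most replicates under 10%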
IEC-6 cytotox – kills IEC-6 intestinal cells in KLF5 counter-screen; IEC-6 cytotoxicity, luminescence viability; inhibition, % at 5 µM; 290,000 compounds, 0.78% hits; in the data active = inhibition above about 22%;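 note: 0% = plate median of test compound wells and 100% = cytotoxic reference compound wells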
Starred values were filed as active, the others as inactive; ? = inconclusive; nt = not tested or not shown.

SMILES	KLF5 inh	aSyn 5UTR inh	HSF1 activator	SKKanGAS inh	HSP90 inh	HSF1 inh	AI-2 QS modul	Platelet DG rel	HIF act	IEC-6 cytotox
COc1ccc(C)cc1NC(=O)c1cc(S(=O)(=O)N2CCCC2)cn1C	-39.3	3.2	-9.1	-2.6	-3.7	-2.3	6.0	22.2	-0.2	-9.7
Cc1cc(=O)[nH]c(N=N/C(=N/Nc2ccc(O)cc2)c2ccccc2)n1	-94.1	-100.2	38.3	14.3	1.0	21.2	23.4	?	12.0*	3.4
O[C@@H]1CN(Cc2ccc(-n3cccn3)cc2)CC[C@H]1N1CCN(c2ccccc2F)CC1	2.7	4.5	-15.9	0.7	-5.0	-8.7	3.5	-10.0	-0.9	5.8
COCCNC(=O)NC(=O)CN1CCN(C(c2ccccc2)c2ccccc2)CC1	-3.7	14.5	2.2	-6.0	-3.9	-4.5	9.2	3.2	-0.1	-7.9
Cc1c2ccccc2cc(Cc2ccccc2)[n+]1C	19.9	12.3	-16.6	-3.3	-0.2	0.0	-0.3	9.5	-0.1	4.7
COc1ccc(CC(=O)OCC(=O)Nc2ccc(N3CCOCC3)cc2)cc1	5.1	-15.5	4.5	-6.0	3.8	-9.2	2.9	0.9	0.0	-1.4
Cc1ccc(-c2cc(C(=O)OC3CCOC3=O)c3ccccc3n2)c(C)c1 (configuration not stated)	-8.3	18.5	0.5	-0.1	-3.0	-5.8	22.6	3.2	-1.1	7.7
COc1cccc(C2CCCCN(C)C2=O)c1 (configuration not stated)	-18.6	-2.6	1.9	-1.0	2.5	6.0	16.6	7.7	0.4	-4.9
Cc1ccc(C(=O)NC2(C(Cl)Cl)N=C(c3ccccc3)N=C2N)cc1 (configuration not stated)	-16.5	3.7	-1.7	2.1	1.5	-0.6	10.9	-0.1	0.0	6.4
Cc1cc(C)nc(NCC(O)COc2ccccc2C)n1 (configuration not stated)	-15.1	6.8	11.3	6.1	-0.8	-2.3	9.8	-5.9	0.0	-1.6
CCOc1cc(N2CCOCC2)c(OCC)cc1NC(=O)Cn1nc(C)c([N+](=O)[O-])c1C	nt	2.1	2.8	-10.8	nt	-4.2	18.9	10.1	-0.1	nt
O=C(CSc1nccc(=O)[nH]1)N1CCCc2ccccc21	-12.7	7.2	7.5	-6.6	0.7	-1.1	27.4	0.9	-0.1	1.7
CC(C)(C)n1nnnc1CN1CCN(C(c2ccccc2)c2ccccc2)CC1	-25.8	6.5	30.6	6.1	-1.2	4.5	33.8	-0.6	-1.6	2.7
CCCCC(CCC(=O)Nc1cccc([N+](=O)[O-])c1)C(=O)O (configuration not stated)	-25.8	4.6	-13.5	1.5	-1.4	-3.5	18.6	8.4	0.1	-10.7
O=C(NC(=S)Nc1ccccc1N1CCCCC1)c1ccccc1	-3.0	-4.5	-6.6	15.6	-0.9	-6.0	11.4	4.4	0.0	3.8
O=C(Nc1cc(S(=O)(=O)N2CCOCC2)ccc1N1CCOCC1)c1cnccn1	-4.6	21.8	-13.3	-1.2	-1.1	-3.5	13.0	-10.7	-0.2	2.8
CCOC(=O)C1CCN(CCCSc2ccc(C)cc2)CC1	-18.4	-1.8	-6.2	-4.6	-0.6	0.7	29.6	-1.4	0.3	2.1
COc1cccc(CNc2nc(C(F)(F)F)nc3ccccc23)c1	-26.7	16.6	-0.6	6.6	-4.8	1.0	17.7	7.5	0.0	-2.3
Cc1ccc(C(=O)N2c3ccccc3CC2C)o1 (configuration not stated)	-172.4	-92.3	54.4*	6.9	-0.8	31.9	9.6	7.5	4.3	3.4
O=Cc1cn(CC(=O)N2CCCCC2)c2ccccc12	5.5	-11.9	-32.4	1.5	-0.4	-9.7	-0.2	3.2	0.3	0.1
N#Cc1ccc(OCC(=O)N/N=C2/CC(c3ccccc3)Oc3ccccc32)cc1 (configuration not stated)	-16.2	8.2	?	4.4	-3.1	9.7	12.6	1.7	0.5	-5.1
Cc1cc(-c2n[nH]c(=S)n2-c2ccccc2C)cs1	-18.1	-20.3	19.3	-11.0	-3.0	-2.0	10.8	-13.9	0.1	-4.5
Cc1nn(C)cc1/C=N/NC(=S)Nc1ccc(Cl)cc1Cl	-25.7	-3.4	9.9	3.7	0.7	6.5	3.8	4.7	1.1	3.3
Cc1ccc2[nH]c(SCC(=O)N3CCOCC3)nc2c1C	-57.7	-110.4	32.6	0.9	-3.8	20.6	14.6	-12.8	1.2	1.1
CN(C)c1ccc(C(=S)N2CCN(Cc3ccccc3)CC2)cc1	-30.7	-7.3	-0.3	-0.8	-3.0	-5.7	6.8	-3.7	-0.1	-9.1
CNC(=O)Cc1nc2ccccc2n1CC(=O)Nc1cc(C)cc(C)c1	-33.5	15.6	30.1	0.6	-2.2	28.1	18.4	2.4	-0.8	0.9

Shown as a hit in HSF1 activator, among the entries above:
SMILES	KLF5 inh	aSyn 5UTR inh	HSF1 activator	HSP90 inh	HSF1 inh	AI-2 QS modul	Platelet DG rel
Cc1ccc(C(=O)N2c3ccccc3CC2C)o1 (configuration not stated)	-172.4	-92.3	54.4*	-0.8	31.9	9.6	7.5

Looked up one by one from the entries so far:
SMILES	KLF5 inh	aSyn 5UTR inh	HSF1 activator	SKKanGAS inh	HSP90 inh	HSF1 inh	AI-2 QS modul	Platelet DG rel	HIF act	IEC-6 cytotox
O=C(NC(=S)Nc1ccccc1N1CCCCC1)c1ccccc1	-3.0	-4.5	-6.6	15.6	-0.9	-6.0	11.4	4.4	0.0	3.8
O[C@@H]1CN(Cc2ccc(-n3cccn3)cc2)CC[C@H]1N1CCN(c2ccccc2F)CC1	2.7	4.5	-15.9	0.7	-5.0	-8.7	3.5	-10.0	-0.9	5.8
COc1ccc(CC(=O)OCC(=O)Nc2ccc(N3CCOCC3)cc2)cc1	5.1	-15.5	4.5	-6.0	3.8	-9.2	2.9	0.9	0.0	-1.4

Screening results: PubChem, several laboratories

This is a random part of the collection (roughly 6% active in at least one column).
